Bioassay records as filed in PubChem.
AGP1-GFP MLPCN – yeast TOR pathway AGP1-GFP modulation. GFP response vs DMSO, % at 10 µM. S. cerevisiae AGP1-GFP multiplex flow cytometry, 3 h; GFP as percent of DMSO wells. 320,000 compounds, 0.02% hits;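 active = GFP response relative to DMSO above a set limit, near screen average plus 3 SD, cut at about 150% in these data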;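 also: median GFP channel fluorescence of the gated AGP1 strain per well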
AHR activator – activates the human aryl hydrocarbon receptor; AHR-responsive luciferase reporter cells, luminescence; P35869; activation, % at 5 µM; 320,000 compounds, 2.5% hits; AID 2796; in the data active = activation above about 47%;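 also: 0% = vehicle wells and 100% = reference agonist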
Target sequence (P35869 whole entry, looked up): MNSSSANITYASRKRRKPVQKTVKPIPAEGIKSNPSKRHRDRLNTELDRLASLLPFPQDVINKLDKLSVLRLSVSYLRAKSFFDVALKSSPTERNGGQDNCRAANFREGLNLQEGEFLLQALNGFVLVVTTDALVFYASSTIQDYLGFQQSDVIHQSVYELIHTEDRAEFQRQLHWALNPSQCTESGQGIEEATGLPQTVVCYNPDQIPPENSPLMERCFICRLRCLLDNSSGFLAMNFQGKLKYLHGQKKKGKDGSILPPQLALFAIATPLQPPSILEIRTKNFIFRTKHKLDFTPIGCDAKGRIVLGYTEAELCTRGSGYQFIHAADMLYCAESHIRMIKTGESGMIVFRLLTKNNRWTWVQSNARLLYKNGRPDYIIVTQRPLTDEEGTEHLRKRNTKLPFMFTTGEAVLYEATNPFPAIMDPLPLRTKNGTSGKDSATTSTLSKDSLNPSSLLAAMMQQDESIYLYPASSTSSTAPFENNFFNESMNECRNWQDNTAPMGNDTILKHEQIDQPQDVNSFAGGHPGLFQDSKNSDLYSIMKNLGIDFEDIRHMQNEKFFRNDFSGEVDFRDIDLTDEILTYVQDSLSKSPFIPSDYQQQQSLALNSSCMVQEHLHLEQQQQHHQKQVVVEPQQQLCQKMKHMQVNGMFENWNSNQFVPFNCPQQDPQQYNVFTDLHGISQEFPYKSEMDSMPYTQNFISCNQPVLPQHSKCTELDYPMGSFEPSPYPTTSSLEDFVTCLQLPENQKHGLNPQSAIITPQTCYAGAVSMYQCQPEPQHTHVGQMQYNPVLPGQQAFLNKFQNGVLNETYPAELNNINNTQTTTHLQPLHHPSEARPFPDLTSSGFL
MEP2 TOR yeast – modulators of TOR pathway MEP2-GFP in S. cerevisiae; AID 2016; S. cerevisiae MEP2-GFP strain, flow cytometry GFP, 3 h; 100% = DMSO control level; 330,000 compounds, 0.51% hits; GFP response vs DMSO, % at 10 µM;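 active = GFP response versus DMSO above a set limit, roughly screen mean plus 3 SD, cut at about 180% in these data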;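 also: median GFP fluorescence of the barcode-gated MEP2-GFP cells per well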
LAP4-GFP MLPCN – alters LAP4-GFP fluorescence in TOR pathway yeast screen | GFP response vs DMSO, % at 10 µM | 320,000 compounds, 0.34% hits | S. cerevisiae LAP4-GFP multiplex, flow cytometry GFP, 3 h; median GFP as percent of DMSO wells;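 active = GFP response vs DMSO above a set limit, about the screen mean plus 3 SD, cut at about 150% in these data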
Yeast superoxide – yeast age-related superoxide inhibition as caloric restriction mimetic. AID 2690. S. cerevisiae aged cells, superoxide DHE fluorescence; active compounds read low. 330,000 compounds, 0.18% hits. superoxide response (% of plate mean), % at 10 µM;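 active = superoxide response under a set limit, about three screen SD below normal, cut at about 65% in these data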;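 also: yeast aged for seven days with compound at 30 °C before DHE staining; 100% = average MFI of all compound-treated wells on the plate with controls excluded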
RPL19A-GFP yeast – modulators of TOR pathway RPL19A-GFP in S. cerevisiae; S. cerevisiae RPL19A-GFP strain, flow cytometry, 3 h; active compounds read low; percent response vs DMSO, % at 10 µM; 330,000 compounds, 0.3% hits;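 active = percent response vs DMSO below 50%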;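 also: median channel GFP fluorescence of the barcoded RPL19A-GFP strain; ratio of sample median GFP to plate DMSO average so 100% = DMSO; lower means less RPL19A-GFP as with rapamycin TOR inhibition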
CIT2 TOR yeast – yeast TOR pathway CIT2-GFP modulation; S. cerevisiae CIT2-GFP strain, flow cytometry, 3 h; 100 means same as DMSO wells; GFP response vs DMSO, % at 10 µM; 320,000 compounds, 0.065% hits; AID 2029;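 active = GFP response relative to DMSO above a set limit, near the screen mean plus 3 SD, cut at about 150% in these data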;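 also: ratio of well median GFP fluorescence to mean of DMSO wells on the plate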
Efflux pump inh – inhibitors of Candida antifungal efflux pumps expressed in yeast; S. cerevisiae Candida pump triplex, Nile Red efflux; inhibition, % at 10 µM; 330,000 compounds, 0.44% hits; AID 485275;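 active = plate passing quality check with inhibition over a set limit, or well fluorescence over plate mean plus 4 SD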;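 also: Nile Red retained in pooled yeast measured as flow cytometry median fluorescence; 0% = buffer negative control and 100% = Enniatin B positive control; higher means more Nile Red kept so more efflux inhibition; some compounds called inactive have numbers as strong as hits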
* hit, by the source's call; nt = not tested or not shown.

SMILES	AGP1-GFP MLPCN	AHR activator	MEP2 TOR yeast	LAP4-GFP MLPCN	Yeast superoxide	RPL19A-GFP yeast	CIT2 TOR yeast	Efflux pump inh
O=C(Nc1ccc2c(c1)OCO2)c1n[nH]c(=O)c2ccccc12	105	132*	99	100	84	103	98	-0.2
C/C(=N/OCC(=O)NCCCCCCNC(=O)CO/N=C(/C)c1cccs1)c1cccs1	90	4	93	86	79	96	91	0.3
COc1ccc(/C=N\NC(=O)CNC(=O)C2COc3ccccc3O2)cc1[N+](=O)[O-] (configuration not stated)	96	-1	101	96	114	99	100	0.3
CC(C)(C)OC(=O)C[C@@H]1C/C=C\C[C@@H](CC(=O)N(CCO)Cc2ccccc2)C(=O)N2CCC[C@H]2COC1=O	102	-2	102	101	89	105	91	0.8
Cc1ccc(S(=O)(=O)N2CCN(c3ncccn3)CC2)c(C)c1	95	2	102	104	103	99	95	0.2
COc1ccc(CCNC(=O)CSc2nnc(-c3ccc(F)cc3)c3ccccc23)cc1OC	117	0	96	95	98	100	85	0.2
N/C(Cc1ccc([N+](=O)[O-])cc1)=N\OC(=O)Cc1ccc(Cl)cc1	83	2	93	96	102	89	83	0.7
CC(=O)N1CCN(C(=O)c2cc(S(=O)(=O)N3CCCCC3)ccc2Cl)CC1	110	-2	98	120	101	99	97	-0.1
Cc1cccc(NC(=O)CCCCCN2C(=O)[C@@H]3Cc4ccccc4CN3C2=O)c1	102	-1	107	97	80	102	103	0.0
CC(C)C(OC(=O)c1cccs1)C(=O)NCc1cccs1 (configuration not stated)	97	4	98	103	98	96	93	0.2
CC(C)(C)NC(=O)NC(=O)Cn1ccsc1=N	101	1	120	108	91	103	87	0.3
COc1ccc(CN2CCNC(=O)C2CC(=O)NCc2csc(C(C)C)n2)c(OC)c1 (configuration not stated)	109	47*	100	104	108	102	87	1.1
CC(=O)Nc1ccc(S(=O)(=O)Nc2cccc(-n3cnnn3)c2)cc1	103	10	105	101	80	99	103	0.3
COc1cccc(CNC(=O)[C@H](C)NC(=O)C2CCN(S(=O)(=O)c3ccccc3)CC2)c1	105	2	105	103	98	99	103	-0.4
COc1cccc(/C=N/NC(=O)c2c(-c3ccccc3)noc2C)c1	105	22	105	104	106	105	114	0.0
CC(=O)N1CCc2cc(S(=O)(=O)CCC(=O)N3CCN(C(=O)c4ccco4)CC3)ccc21	101	0	103	101	112	97	93	0.0
O=C(c1cnn2ccccc12)N1CCN(C2CCCCC2)CC1	100	1	95	99	103	101	98	0.3
COc1ccc(CN2CC[C@H]3C=CCc4cccc(c43)C2)cc1	86	82*	95	92	105	97	107	0.3
COc1ccc(OC)c(NC(=O)c2cc3c(cc2Cl)N2CCCCCC2=NS3(=O)=O)c1	106	2	101	99	81	99	104	0.2
O=C(CCCOc1ccc(Cl)cc1Cl)N/N=C/c1ccccc1O	98	5	102	97	105	101	98	-0.1
CC(C)NC(=O)Nc1cccc2c1O[C@H](CN(C)S(=O)(=O)c1ccc(F)cc1)[C@@H](C)CN([C@H](C)CO)C2=O	104	-1	103	105	126	106	98	0.2
c1ccc(C(c2ccccn2)c2ccccn2)cc1	102	-1	106	97	110	101	102	-0.2
COc1ccc(CCN2C(=O)CS/C2=N/NC(=O)c2ccccc2F)cc1OC	105	17	115	104	86	104	101	-0.1
Cn1cc(S(=O)(=O)N2CCOCC2)cc1C(=O)Nc1cccc(Cl)c1	100	8	102	101	102	98	103	0.2
COc1ccc(C(=O)NNC2CC(=O)N(Cc3ccccc3)C2=O)cc1OC (configuration not stated)	103	1	108	116	89	89	107	-0.1
Cc1[nH]n(-c2ccccc2)c(=O)c1/C=N/NC(=O)c1cccc(F)c1	95	22	104	106	117	105	100	0.0
O=C(NC1CCSC1=O)c1ccc(Cl)cc1 (configuration not stated)	113	-2	99	108	95	111	104	-0.1
COc1cc(C(=O)NCCNC(=O)c2ccc(C)nc2)cc(OC)c1OC	97	-2	98	95	91	97	96	0.0
Cc1ccccc1-n1c(=O)cc(N2CC(C)OC(C)C2)[nH]c1=O (configuration not stated)	105	-2	95	99	97	101	106	-0.2
COc1ccccc1C(=O)N/N=C(\C)CC(=O)Nc1ccc(Nc2ccccc2)cc1	99	33	106	98	92	103	100	0.1
O=C(Cc1ccc(Br)cc1)OCC(=O)N1CCCCCC1	103	-1	101	100	102	100	106	0.0
O=C(/C=C/c1ccco1)NC(=S)Nc1ccc(C(=O)O)cc1	94	3	90	103	112	88	88	0.1
COc1cccc(/C=C2/C(=O)NN(c3ccc(F)cc3)C2=O)c1	101	nt	110	92	100	104	105	0.1
Cc1cc(C)cc(NC(=O)c2ccc(CSc3nnnn3C)cc2)c1	91	-4	100	100	110	85	89	0.9
Nc1ccc(C(=O)NNC(=O)C2COc3ccccc3O2)cc1[N+](=O)[O-] (configuration not stated)	107	2	101	104	98	105	107	0.1
CCOc1ccc(NC(=O)C2C(C(=O)O)C3(Cl)C(Cl)=C(Cl)C2(Cl)C3(Cl)Cl)cc1 (configuration not stated)	107	0	107	130	102	91	89	-0.1
Cc1ccc(C(=O)OCN2C(=O)c3ccccc3C2=O)c(O)c1	89	4	95	79	114	103	nt	0.2
Cn1c(CSCc2ccccc2)nnc1SCC(=O)Nc1nccs1	104	4	100	97	97	101	104	-0.1
CC(=O)Cc1nsc(NC(=O)c2ccc(Cl)cc2Cl)n1	116	4	104	100	93	104	103	-0.1
COC(=O)Cn1c(=O)cnc2ccccc21	99	-2	104	93	107	97	101	0.1
CCOC(=O)c1[nH]c(CSc2nnnn2-c2ccccc2C)c(C(=O)OCC)c1C	102	2	108	98	91	101	nt	-0.1
O=C(O)CC1(CC(=O)Nc2ccc3sccc3c2)CCCCC1	94	2	102	90	133	103	104	0.2
O=C1COc2ccc3ccccc3c2CN1	96	-1	97	87	103	94	101	-0.1
CCn1nnc(-c2ccccc2NC(=O)c2cccc(-n3cnnn3)c2)n1	113	-5	116	110	109	104	103	0.4
O=C(CCCN1C(=O)/C(=C/c2ccccc2)SC1=S)Nc1cccc(O)c1	94	0	107	95	90	101	95	-0.1

Part of the list above in order of formula weight, lowest first:
SMILES	AGP1-GFP MLPCN	AHR activator	MEP2 TOR yeast	LAP4-GFP MLPCN	Yeast superoxide	RPL19A-GFP yeast	CIT2 TOR yeast	Efflux pump inh
CC(=O)Nc1ccc(S(=O)(=O)Nc2cccc(-n3cnnn3)c2)cc1	103	10	105	101	80	99	103	0.3
CCOC(=O)c1[nH]c(CSc2nnnn2-c2ccccc2C)c(C(=O)OCC)c1C	102	2	108	98	91	101	nt	-0.1
C/C(=N/OCC(=O)NCCCCCCNC(=O)CO/N=C(/C)c1cccs1)c1cccs1	90	4	93	86	79	96	91	0.3

Further structures
SMILES	AGP1-GFP MLPCN	AHR activator	MEP2 TOR yeast	LAP4-GFP MLPCN	Yeast superoxide	RPL19A-GFP yeast	CIT2 TOR yeast	Efflux pump inh
Cc1ccc(NC(=O)CCC(=O)NNC(=O)C(c2ccccc2)c2ccccc2)c(C)c1	105	-3	101	100	102	98	100	0.1
COc1cc(/C=C(/C#N)c2nc3ccccc3[nH]2)ccc1OCc1ccc(C(=O)O)o1	106	17	108	108	107	104	115	0.2
CCOc1ccc2[nH]c(C)c(CN3CCCCC3)c(=O)c2c1	104	1	99	91	106	103	nt	0.0
CCOC(=O)Nc1ccc(C(=O)/C=C/c2ccccc2)cc1	97	7	97	125	102	96	85	-0.3
CCCCn1c(N)c(N(CC(C)C)C(=O)CSCc2cccc(C)c2)c(=O)[nH]c1=O	104	-1	104	109	97	98	98	0.0
Cc1ccccc1N=Nc1c(O)[nH]c2ccccc12	97	48*	105	122	107	99	103	0.1
N/C(=N/O)c1cccn1Cc1ccccc1[N+](=O)[O-]	93	3	90	91	88	95	88	0.2
CSc1ccc(CCNC(=O)c2cc(C)nn2-c2ccccc2)cc1	103	3	106	86	111	110	91	-0.1
Cc1cccc(NC(=O)CCNS(=O)(=O)c2cccc3nsnc23)c1	105	9	104	105	98	102	103	-0.1
CCOc1ncccc1C(=O)Nc1ccc(OC)c(S(=O)(=O)N2CCCCC2)c1	109	0	102	95	103	100	106	-0.2
NC(=O)c1ccc(N=Cc2c(O)ccc3ccccc23)cc1	89	10	90	94	89	99	92	-0.2
CS(=O)(=O)c1ccc2nnn(OCC(=O)Nc3cccc(C#N)c3)c2c1	102	5	99	90	94	97	90	0.2
O=C(Nc1c(C(=O)N2CCCC2)cnn1-c1ccccc1)c1cccc(F)c1	109	1	103	117	105	105	105	-0.1
CCOC(=O)C1CCCN(CC(O)COCc2ccc3c(c2)OCO3)C1 (configuration not stated)	105	1	99	100	110	102	102	-0.1
Cc1ccc2nc(SC(C)C(=O)NC3CCCC3)[nH]c2c1 (configuration not stated)	102	49*	100	94	81	100	108	0.0
CCc1cc2c(=O)c(-c3nc4ccccc4[nH]3)coc2c(CN2CCCCC2)c1O	100	-1	98	101	87	96	100	-0.1
O=C(NC(=S)Nc1ccc(S(=O)(=O)Nc2ccccc2)cc1)C1CC1	110	5	94	104	112	95	102	-0.2
CC(C)OCCCN(C)C1CCN(S(=O)(=O)c2csc(C(N)=O)c2)CC1	104	2	107	99	85	105	109	-0.2
CC1CN(C(=O)c2cc(S(=O)(=O)N3CCN(c4ccccc4)CC3)ccc2Cl)CC(C)O1 (configuration not stated)	105	-3	97	111	96	97	102	0.0
COc1ccccc1NC(C)C(=O)Nc1ccc(C(C)=O)cc1 (configuration not stated)	101	0	103	96	95	102	105	0.0
COc1ccccc1OCC(O)CO (configuration not stated)	101	-1	108	103	94	102	94	-0.1
COc1ccc(OC)c(NC(=O)C2CCCN2C(=O)NC2CCCCC2)c1 (configuration not stated)	101	5	114	102	103	96	103	-0.1
Cc1cc2nnc(SCC(=O)NCC(c3ccccc3)N(C)C)n2c2ccccc12 (configuration not stated)	98	-1	96	92	101	97	97	-0.4
CC1CC(=O)c2cnc(Nc3cccc(C(F)(F)F)c3)nc2C1 (configuration not stated)	93	6	89	130	87	nt	86	-0.3
CCCN1CCC(NC(=S)Nc2ccc(S(N)(=O)=O)cc2)CC1	99	0	97	94	93	95	93	0.1
CCOC(=O)N1CCN(C(=O)c2ccc3c(c2)sc2nc(-c4ccc(OC)cc4)cn23)CC1	95	-3	107	112	127	96	100	0.1
O=C(CN1C(=O)NC2(CCCC2)C1=O)Oc1ccc2ccc(=O)oc2c1	105	5	99	107	105	96	91	0.3
COc1cc(CN2CCCCC2)ccc1OCc1ccccc1	100	4	96	92	85	101	96	0.1
Cc1ccc2c(c1)CCCN2C(=O)CSc1ccccc1	93	2	99	105	111	98	98	-0.1
CCC(=O)c1coc2ccc(O)cc12	105	6	112	110	99	110	105	0.3
NC(=O)[C@@H]1CCCN1C(=O)c1ccc2oc(CCc3ccccc3)nc2c1	90	nt	95	71	104	109	95	0.1
O=C(Nc1cccc(-c2nnc(-c3ccccc3)o2)c1)C1CCCO1 (configuration not stated)	88	23	96	106	87	96	95	-0.1
Cc1ccc(C(=O)N2CCN(c3ccc(NC(=O)c4cc(C)cc(C)c4)cc3)CC2)cc1	92	nt	101	88	111	107	94	0.5
CNC(C)C(=O)NC(C(=O)N1CCCC1C(=O)Nc1ccc2ncccc2c1)C(C)C (configuration not stated)	97	3	87	95	116	105	103	0.2
CCn1nnnc1-c1ccc(OC)c(S(=O)(=O)Nc2ccc(C)c(C)c2)c1	98	-3	102	89	90	100	98	0.3
Cc1ccc2c(CC(=O)Nc3ccc(N4CCN(C)CC4)cc3C)coc2c1	97	2	91	94	97	99	98	-0.1
Cc1ccc(-n2sc3ccccc3c2=O)cc1S(=O)(=O)N1CCCCC1	82	8	108	137	109	90	104	2.4*
COc1cccc(NC(=O)CSCC(=O)O)c1	109	0	109	111	116	105	108	0.0
